Assay outcomes: PubChem, Johns Hopkins Ion Channel Center
Kir21 block: blocks the mouse Kir2.1 inward-rectifier potassium channel; P35561; HEK293-Kir2.1, FluxOR thallium flux fluorescence; stronger effect = lower value; B-score at 10 µM; hit rate 0.85% among 310,000; AID 1672;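 active = fluorescence ratio B-score at or below minus 3 SD of library scores, with starting-brightness B-score within 2 SD, cut at about -4.2 in these data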;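 also: channel flux triggered by added potassium and thallium sulfate stimulus; B-score of peak minus minimum fluorescence over baseline after thallium stimulus; more negative B-score means stronger Kir2.1 block with less thallium influx; some compounds called inactive have numbers as strong as hits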
KCNQ2 block: KCNQ2 potassium channel inhibitors, primary screen, cell-based, CHO-K1, FluxOR thallium flux, B-score (AID 2156); O88943; B-score at 10 µM; 20 min; stronger effect = lower value; hit rate 1.1% among 310,000;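 active = fluorescence ratio B-score at most minus 3 library SDs, with starting brightness B-score within 2 library SDs, cut at about -5.5 in these data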
Target sequence (O88943 whole entry, looked up): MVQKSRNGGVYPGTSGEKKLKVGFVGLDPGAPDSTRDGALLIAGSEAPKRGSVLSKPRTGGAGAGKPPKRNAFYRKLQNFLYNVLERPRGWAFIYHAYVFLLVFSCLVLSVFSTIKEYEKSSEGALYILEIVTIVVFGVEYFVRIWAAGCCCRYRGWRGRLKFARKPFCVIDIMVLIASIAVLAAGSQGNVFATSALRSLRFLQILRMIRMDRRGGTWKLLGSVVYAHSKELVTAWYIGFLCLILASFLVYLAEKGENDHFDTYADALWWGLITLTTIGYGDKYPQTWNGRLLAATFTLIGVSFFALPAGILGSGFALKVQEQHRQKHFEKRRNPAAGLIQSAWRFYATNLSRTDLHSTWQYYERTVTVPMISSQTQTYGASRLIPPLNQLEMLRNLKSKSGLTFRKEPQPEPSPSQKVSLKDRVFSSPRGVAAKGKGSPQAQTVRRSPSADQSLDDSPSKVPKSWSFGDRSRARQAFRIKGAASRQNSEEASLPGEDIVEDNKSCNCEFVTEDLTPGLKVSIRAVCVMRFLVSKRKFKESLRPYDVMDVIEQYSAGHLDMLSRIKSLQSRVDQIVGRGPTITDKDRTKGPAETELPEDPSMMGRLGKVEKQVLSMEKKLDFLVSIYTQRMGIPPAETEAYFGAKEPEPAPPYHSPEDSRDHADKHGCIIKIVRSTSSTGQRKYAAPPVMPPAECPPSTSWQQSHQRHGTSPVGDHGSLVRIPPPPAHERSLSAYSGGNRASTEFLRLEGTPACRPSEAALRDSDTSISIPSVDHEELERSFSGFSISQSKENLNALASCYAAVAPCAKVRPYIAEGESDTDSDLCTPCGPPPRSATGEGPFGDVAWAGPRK
* = called active by the depositor; i = inactive.

Kir21 block	KCNQ2 block	SMILES
-1.4	i	COc1ccc(C(CC(=O)c2ccc(C)cc2)C(C#N)C#N)cc1OC (stereo unspecified)
0.93	i	Cc1ccccc1NC(=O)Cn1cnc2c1c(=O)n(C)c(=O)n2C
-0.08	i	COc1ccc(C(=O)NC(Cn2ccnc2)C(C)(C)C)cc1OC1CCN(C(C)C)CC1 (stereo unspecified)
0.11	i	COc1ccc(Cl)cc1S(=O)(=O)Oc1ccc(NC(C)=O)cc1
-0.21	i	Cc1ccc(-c2ccc(NC(=O)C3C4C=CC(C4)C3C(=O)O)cc2)o1 (stereo unspecified)
-0.05	i	COc1ccc(/C=N/S(=O)(=O)CCc2ccccc2)c(OC)c1
0.27	i	COc1ccc(/C=C/C(=O)N2c3ccccc3Sc3ccc(C(F)(F)F)cc32)cc1
1.3	i	COc1cccc(C2CC(c3ccc(C(C)C)cc3)n3nc(N)nc3N2)c1 (stereo unspecified)
-2.1	i	COc1ccc(OC)c(S(=O)(=O)Nc2ccc(F)cc2)c1
-1.3	i	O=C(Nc1ccc(Cl)cc1)Nc1ccc(S(=O)(=O)Nc2ncccn2)cc1
1.8	i	CCOC(=O)c1c(C)oc2c1c(C(c1ccccc1)N1CCOCC1)c(O)c1ccccc12 (stereo unspecified)
-0.43	i	COc1cc(C=O)ccc1OC(=O)N1CCOCC1
-0.15	i	Cc1occc1C(=O)N1CCCC(N2CCN(c3ccccc3F)CC2)C1 (stereo unspecified)
0	i	O=C(CSc1nc2ccccc2[nH]1)N/N=C/c1ccncc1
0.12	i	O=C(CN(C(=O)CCC(=O)Nc1nccs1)c1cccc(F)c1)NCCc1ccccc1
0.24	i	CCN1CC(CNCc2cn(-c3ccc(OC)cc3)nc2-c2ccccc2Cl)CC1=O (stereo unspecified)
0.12	i	CNC(=O)c1cn(-c2ccc(Cl)cc2)c(=O)c2ccccc12
-0.63	i	Cc1ccccc1S(=O)(=O)Nc1nc2ccccc2nc1N1CCc2ccccc2C1
1.8	i	CCOC(=O)COn1c(-n2nc(C)cc2C)nc2ccccc2c1=O
-2.3	i	CCS(=O)(=O)C1=NSC2=NC(=O)/C(=C\c3ccc(OC(=O)c4ccco4)c(OC)c3)C(=N)N21
0.13	i	C/C(=N\NC(=O)c1cccc(S(=O)(=O)N2CCOCC2)c1)c1cc2ccccc2o1
-1.2	i	COc1ccccc1Oc1nc(-c2ccccc2)cc(C)c1S(C)(=O)=O
0.13	i	COc1ccc(-n2c(SCC(=O)Nc3ccc4c(c3)OCO4)nnc2C(C)N2CCCCC2)cc1 (stereo unspecified)
-1.8	i	CC(C)=C1SC(N2CCN(c3ccc(C)cc3)CC2)=NC1=O
0.56	i	CC1CCN(S(=O)(=O)c2cnc(Cl)c(Br)c2)CC1
-7.3*	i	CC(=O)N1Cc2ccccc2C(C)CC12CCCCC2 (stereo unspecified)
0.22	i	O=C1c2ccccc2CN1CCNS(=O)(=O)c1ccc2ccccc2c1
0.18	i	Cc1ccc2cc(C#N)c(NCc3ccccc3)nc2c1
-0.29	i	COc1ccc(N(Cc2ccccc2)S(=O)(=O)c2cccc(C(=O)O)c2)cc1
1.1	i	O=C(C1CCCC1)N1CCN(S(=O)(=O)c2ccc(F)c(F)c2F)CC1

Kir21 block	KCNQ2 block	SMILES
-0.09	i	Cc1ccnc(NS(=O)(=O)c2ccc3c(c2)CCO3)c1
-1.1	i	COc1ccc(S(=O)(=O)NC2CCCCC2)cc1-n1cnnn1
-1.1	i	CC(C)(CC(=O)O)CC(=O)Nc1ccc(Cl)c(Cl)c1
0.39	i	CC(C)CNC(=S)N1CCC(C(=O)c2ccc3c(c2)OCCO3)CC1
-1	i	O=c1nc2n(c3c4c(sc13)CCC4)CCC2
1.3	i	Cc1cc(C)nc(N2N=C(C(F)(F)F)CC2=O)n1
2.2	i	Cc1c(Cc2ccccc2)sc(NC(=O)c2ccco2)c1C(N)=O
-0.79	i	Cc1ccccc1NC(=O)c1ccc(Cl)c(NC(=O)c2ccncc2)c1
0.35	i	O=[N+]([O-])c1ccccc1CN1CCN(Cc2ccc3ccccc3c2)CC1
0.31	i	CCN(CC(=O)Nc1ccc(NC(C)=O)cc1)C(=O)CC1OC(=O)c2ccccc21 (stereo unspecified)
-0.61	i	Cc1cc(=O)n2nc(N3CCCC(C(=O)NCCCN4CCc5ccccc5C4)C3)sc2n1 (stereo unspecified)
0.07	i	C=CCn1c(SCC(=O)N2CCN(c3ccc(F)cc3)CC2)nnc1-c1cccs1
-0.17	i	CCN1CCC(=NNC(=O)CC23CC4CC(CC(C4)C2)C3)CC1
2.8	i	COc1cccc(NC(=O)Nc2nnc(N3CCCCC3C)s2)c1 (stereo unspecified)
-0.91	i	COC(=O)c1ccccc1S(=O)(=O)N1CCC(C(=O)OCc2ccc([N+](=O)[O-])cc2)CC1
0.66	i	COC(=O)c1sc(N2C(=O)C(O)=C(C(=O)c3ccc(C)o3)C2c2cccs2)nc1C (stereo unspecified)
1.3	i	COc1ccc(/C=N/NC(=O)C(O)(c2ccccc2)c2ccccc2)cc1OC
0.02	i	FC(F)(F)c1ccc(Cl)c(NC(=S)N/N=C/c2ccccc2C(F)(F)F)c1
-0.42	i	CC(=O)Nc1cccc(NC(=O)C(=O)NCC(c2ccco2)N2CCc3ccccc32)c1 (stereo unspecified)
1.3	i	CN1CCN(CCC(=O)N/N=C/c2cc([N+](=O)[O-])ccc2OC(F)F)CC1
-0.27	i	O=S1(=O)N[C@@H](CC2=CCCCC2)C2CCCCC2O1 (stereo partly specified)
0.11	i	COc1ccc(CCN=C2SCC(=O)N2C)cc1OC
1.2	i	COc1ccc(C(=O)Oc2ccc(C(=S)N3CCCC3)cc2)cc1OC
1.2	i	O=C(Nc1ccccc1)c1ccc[n+](Cc2ccc([N+](=O)[O-])cc2)c1
0	i	Cc1cc(C)cc(NC(=O)COc2coc(CN3CCN(c4ccccc4)CC3)cc2=O)c1
0.28	i	COc1cccc(/C=N/NC(=O)c2nnn(-c3nonc3N)c2C(C)C)c1
-1.5	i	O=C(NNC1=NCCC1)c1cccc(S(=O)(=O)N2CCCC2)c1
0.42	i	CC(=O)NC1=NN(C(C)=O)C(C)(c2ccccc2)S1 (stereo unspecified)
-1.1	i	Cc1cc(NC(=O)COn2nnc3ccccc32)no1
-1	i	COc1ccc(C)cc1NC(=S)N1CC(C)OC(C)C1 (stereo unspecified)

Among those listed so far, these have a CF3 group.
Kir21 block	KCNQ2 block	SMILES
0.27	i	COc1ccc(/C=C/C(=O)N2c3ccccc3Sc3ccc(C(F)(F)F)cc32)cc1
1.3	i	Cc1cc(C)nc(N2N=C(C(F)(F)F)CC2=O)n1
0.02	i	FC(F)(F)c1ccc(Cl)c(NC(=S)N/N=C/c2ccccc2C(F)(F)F)c1

More entries follow.
Kir21 block	KCNQ2 block	SMILES
-0.21	i	CCOC(=O)C1(CCOc2ccccc2)CCN(Cc2ccc(C(=O)OC)cc2)CC1
-0.77	i	CCn1ncc(C2=NOC(C(=O)Nc3cccc(O)c3)C2)c1C (stereo unspecified)
-1.5	i	COC(=O)CCCCCC(CCC(=O)OC)NC(C)=O (stereo unspecified)
1.9	i	CN(C)C(=O)COc1ccc(S(=O)(=O)c2ccc(OCC(=O)N(C)C)cc2)cc1
0.19	i	Cc1cc(Cl)ccc1OCC(=O)NNC(=O)c1cnccn1
-0.02	i	CC1(C)OC(=O)C(=CNc2ncccn2)C(=O)O1
0.17	i	CCOC(=O)N1CCN(C(=O)Cc2cccs2)CC1
0.74	i	CN1CCN(NC(=O)c2cn(-c3ccccc3)nc2-c2cccs2)CC1
0.4	i	O=C(CN1CCN(c2ncccn2)CC1)N(Cc1ccccc1)c1ccc(F)cc1
0.62	i	Fc1ccc(-n2cc(-c3ccccc3)c3c(=S)nc[nH]c32)cc1
-3.2	i	CC(C)CCc1noc(CN(C)CC2CCN(Cc3ccccc3)CC2)n1
-0.22	i	Cc1cc(=O)oc2cc(OCC(=O)N3CCC(C(N)=O)CC3)ccc12
-0.12	i	N#Cc1cnn(-c2ccccc2)c1NC(=O)CN1CCN(c2ccccc2)CC1
1.9	i	COc1ccc(N2CC(C(=O)Nc3cccc(OC(C)C)c3)CC2=O)cc1 (stereo unspecified)
-0.05	i	O=C(NCCCn1ccnc1)c1cccc(S(=O)(=O)N2CCCCCC2)c1
0.48	i	Cc1ccc(N(C(=O)CCCC(=O)Nc2ccccn2)C(C(=O)NC2CCCC2)c2ccc(O)cc2)cc1C (stereo unspecified)
1.3	i	CN1CCN(C(=O)c2cc(Cl)cc(Cl)c2)CC1
-1.2	i	COC(=O)c1ccccc1OC(=O)c1ccc(Br)o1
-0.3	i	CCOc1ccc(NS(=O)(=O)c2cc3c4c(c2)C(C)C(=O)N4CCC3)cc1 (stereo unspecified)
-0.15	i	CCOC(=O)C(CC)/C(C)=N/NC(=O)c1ccccc1[N+](=O)[O-] (stereo unspecified)
0.05	i	CCOc1ccccc1CN1CCN(Cc2nc3ccccc3s2)CC1CCO (stereo unspecified)
-1.1	i	O=C(N/C(=C/c1cccnc1)C(=O)N1CCOCC1)c1ccco1
1.1	i	COC(=O)CCCC1=CC2=CC(=O)C(C)(OC(=O)c3cccs3)C(=O)C2=CN1c1cccc(C#N)c1 (stereo unspecified)
1.8	i	CN(CC(=O)Nc1ccc(F)cc1)C(=O)CCc1nc2sc3c(c2c(=O)[nH]1)CCCC3
1	i	CC(=O)NC(C(=O)c1ccccc1)N1CCCCC1 (stereo unspecified)
-1.3	i	CCOC(=O)/C=c1\s/c(=C\c2ccc(C(F)(F)F)cc2)c(=O)n1CC(=O)NCc1ccco1
-3.7	i	O=C(Nc1ccc2c(c1)OCO2)c1cccc2c1C(=O)N(Cc1cccnc1)C2
-0.46	i	O=C(CN1CCN(C(=O)N2CCCCC2)CC1)Nc1ccc(F)cc1
-0.3	i	CCOc1ccc(NC(=O)CSc2nc3ccccc3c(=O)n2CCNC(C)=O)cc1
-0.07	i	COc1ccc(C(=O)Nc2ccc(C)cn2)c(OC)c1

3 neighbouring entries from above:
Kir21 block	KCNQ2 block	SMILES
1	i	CC(=O)NC(C(=O)c1ccccc1)N1CCCCC1 (stereo unspecified)
-1.3	i	CCOC(=O)/C=c1\s/c(=C\c2ccc(C(F)(F)F)cc2)c(=O)n1CC(=O)NCc1ccco1
-3.7	i	O=C(Nc1ccc2c(c1)OCO2)c1cccc2c1C(=O)N(Cc1cccnc1)C2

Part of the list above in order of count of non-hydrogen atoms, largest number first:
Kir21 block	KCNQ2 block	SMILES
-0.12	i	N#Cc1cnn(-c2ccccc2)c1NC(=O)CN1CCN(c2ccccc2)CC1
1.9	i	COc1ccc(N2CC(C(=O)Nc3cccc(OC(C)C)c3)CC2=O)cc1 (stereo unspecified)
0.62	i	Fc1ccc(-n2cc(-c3ccccc3)c3c(=S)nc[nH]c32)cc1

(further entries)
Kir21 block	KCNQ2 block	SMILES
1.1	i	Cc1ccc2nc(Cl)c(C#N)cc2c1
1.3	i	Cc1sc(NC(=O)c2ccco2)c(C(=O)c2ccc(Cl)cc2)c1C
0.41	i	O=C(COC(=O)CNS(=O)(=O)c1ccc(F)c(F)c1F)Nc1ccc(OC(F)F)cc1
-0.21	i	CCCOc1ccc(/C=C2/C(=O)ON=C2C)cc1OCC
1.3	i	O=c1c2ccccc2nnn1-c1ccc(Br)cc1
-1.4	i	CC12CN(S(=O)(=O)c3ccccc3)CC(C)(CN(S(=O)(=O)c3ccccc3)C1)C2
0.98	i	COc1ccc(CNC(=O)C2CCN(S(=O)(=O)N3CCOCC3)CC2)cc1
0.16	i	O=C(c1cccc(F)c1)N1CCc2ccccc2C1
0.59	i	O=C(Nc1cc(Cl)ccc1N1CCCC1)C1=NN(c2ccccc2)C(=O)CC1
1.3	i	Cc1cc(/C=C(/C#N)C(=O)O)c(C)n1CCC(C)C
-0.04	i	OC(CN1CCOCC1)CN(c1ccccc1)c1ccccc1 (stereo unspecified)
-0.97	i	O=C(CSc1nnc(-c2cccs2)o1)c1cccs1
-2.8	i	CCOC(=O)C1CCN(Cc2ccc3ccccc3c2)CC1
0.59	i	CCN(CC(=O)NC1CCS(=O)(=O)C1)C(=O)COc1ccccc1-c1ccccc1 (stereo unspecified)
-2.8	i	CN(C)CCNC(=O)CN1C(=O)COc2ccc(C(C)(C)C)cc21
0.02	i	O=C(/C=C/c1cccs1)Nc1ccc(S(=O)(=O)Nc2ncccn2)cc1
-1.2	i	O=C(CSc1c2c(nc3ccc(Cl)cc13)CCCC2)NCc1ccco1
-0.05	i	O=C(Nc1ccccc1-c1nc2ccccc2[nH]c1=O)c1cccs1
-0.01	i	CCOc1ccc(S(=O)(=O)N2CCN(C(=O)c3cccn3C)CC2)cc1
1.1	i	COc1ccc(COC(=O)NNC(=O)c2ccccc2Cl)cc1
0.34	i	CNC(=S)N1N=C(c2ccc(C)cc2)CC1c1ccc(Cl)cc1 (stereo unspecified)
-2.7	i	C=CCc1c(C)nc(SC)nc1Nc1ccccc1
1.4	i	CC1CC(Nc2cccc(O)c2)=CC(=O)O1 (stereo unspecified)
0.5	i	Cc1ccc(N2C(=O)CC(SCC(=O)Nc3ccc(S(N)(=O)=O)cc3)C2=O)cc1 (stereo unspecified)
-1.4	i	COCCCn1c(SCC(=O)Nc2cccc(C(=O)OC)c2)nnc1-c1ccncc1
-2	i	COc1cccc(CNC(=O)COc2cc(O)c3c(c2)OC(C)(C)CC3=O)c1
-0.33	i	O=C(NC1CCCCC1)C1CCN(c2cnccn2)CC1
0	i	O=C(c1coc2ccc(O)c(CN3CCOCC3)c12)C1CC1
-0.91	i	CCN(CC(=O)Nc1cc(Cl)ccc1C)C(=O)c1oc2ccc(OC)cc2c1C

One compound at a time (already shown). Screens in order: Kir21 block	KCNQ2 block
CC(C)CNC(=S)N1CCC(C(=O)c2ccc3c(c2)OCCO3)CC1 across the screens: 0.39	i
O=C(CN1CCN(c2ncccn2)CC1)N(Cc1ccccc1)c1ccc(F)cc1 across the screens: 0.4	i
CCN(CC(=O)NC1CCS(=O)(=O)C1)C(=O)COc1ccccc1-c1ccccc1 (stereo unspecified) across the screens: 0.59	i
